Source: PubChem
CHRM5 antagonist – human M5 muscarinic receptor antagonists, primary screen, CHO cells, Fluo-8 calcium fluorescence | Muscarinic acetylcholine receptor M5 (Homo sapiens), P08912 | CHO-hM5 cells, ACh EC80 | inhibition, % at 3 µM | 0.59% of 360,000 active | AID 624040, 2012;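 active = inhibition above a per-plate cutoff, the mean of that plate's test compounds plus 3 SD, cut at about 27% in these data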;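 also: 0% = acetylcholine EC80 with DMSO and 100% = DMSO without agonist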
Target sequence (P08912 whole entry, looked up): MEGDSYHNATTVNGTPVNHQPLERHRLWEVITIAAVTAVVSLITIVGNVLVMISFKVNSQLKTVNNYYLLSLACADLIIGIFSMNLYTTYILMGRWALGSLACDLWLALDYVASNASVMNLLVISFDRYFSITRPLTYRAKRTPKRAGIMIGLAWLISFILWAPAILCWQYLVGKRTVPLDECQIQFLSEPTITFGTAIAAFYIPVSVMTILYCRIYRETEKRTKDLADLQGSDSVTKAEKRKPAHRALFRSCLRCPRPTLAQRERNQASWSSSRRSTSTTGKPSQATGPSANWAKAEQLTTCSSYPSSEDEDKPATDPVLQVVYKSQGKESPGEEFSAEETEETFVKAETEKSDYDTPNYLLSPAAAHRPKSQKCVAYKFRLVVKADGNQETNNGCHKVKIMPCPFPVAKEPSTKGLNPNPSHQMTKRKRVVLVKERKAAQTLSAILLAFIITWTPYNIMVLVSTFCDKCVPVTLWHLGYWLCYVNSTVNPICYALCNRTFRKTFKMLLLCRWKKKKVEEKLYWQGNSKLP
M4 antag – human M4 muscarinic receptor antagonists, primary screen, CHO cells, Fluo-8 calcium fluorescence | inhibition, % at 3 µM | 0.73% of 360,000 active | Muscarinic acetylcholine receptor M4 (Homo sapiens), P08173 | CHO-hM4 cells, ACh EC80;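 active = inhibition above its plate's cutoff, the mean inhibition of sample wells plus 3 SD, cut at about 27% in these data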;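 also: 0% = acetylcholine EC80 with DMSO and 100% = DMSO without agonist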
Target sequence (P08173 whole entry, looked up): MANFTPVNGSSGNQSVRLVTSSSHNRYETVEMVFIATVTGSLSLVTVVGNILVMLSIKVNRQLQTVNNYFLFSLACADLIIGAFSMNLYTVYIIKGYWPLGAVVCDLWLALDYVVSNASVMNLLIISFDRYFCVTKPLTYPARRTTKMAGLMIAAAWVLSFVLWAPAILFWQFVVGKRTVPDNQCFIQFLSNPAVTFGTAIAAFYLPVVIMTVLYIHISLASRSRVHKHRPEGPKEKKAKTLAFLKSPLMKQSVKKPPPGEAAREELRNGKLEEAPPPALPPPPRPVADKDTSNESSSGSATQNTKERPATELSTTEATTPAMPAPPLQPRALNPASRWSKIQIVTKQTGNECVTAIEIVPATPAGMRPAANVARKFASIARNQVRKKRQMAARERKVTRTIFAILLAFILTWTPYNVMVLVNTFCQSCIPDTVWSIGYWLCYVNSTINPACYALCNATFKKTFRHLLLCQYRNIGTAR
CHRM5 agonist – human M5 muscarinic receptor agonists, primary screen, CHO-K1 cells, Fluo-8 calcium fluorescence. Muscarinic acetylcholine receptor M5 (Homo sapiens), P08912. activation, % at 3 µM. 0.19% of 360,000 active. CHO-K1 hM5 cells; 0% DMSO wells, 100% maximal acetylcholine response;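 active = activation above the run's mean over test compounds plus 3 SD, cut at about 23% in these data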;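 also: signal is peak over basal fluorescence ratio across the kinetic read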
CRFR2-BP antag – antagonists of CRF-BP/CRF-R2 complex, primary screen, cell-based, HEK293, calcium dye fluorescence, uHTS. AID 588475, 2011. inhibition, % at 11.8 µM. 0.59% of 350,000 active. CRF-induced calcium fluorescence;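 active = inhibition of the ligand-induced calcium signal above about 50% at the single tested concentration, limit read from the data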
M4 PAM – human M4 muscarinic receptor positive allosteric modulators, primary screen, CHO-K1 cells, Fluo-8 calcium fluorescence | 0.4% of 360,000 active | CHO-K1 hM4/Gqi5, ACh EC20; 0% = ACh EC20, 100% = maximal ACh | Muscarinic acetylcholine receptor M4 (Homo sapiens), P08173 | activation, % at 3 µM;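 active = activation above its plate's cutoff, the mean activation of sample wells plus 3 SD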; also: some results filed as inactive read as strong as hits
CHRM4 agonist – human M4 muscarinic receptor agonists, primary screen, CHO-K1 cells, Fluo-8 calcium fluorescence; Muscarinic acetylcholine receptor M4 (Homo sapiens), P08173; CHO-K1 hM4/Gqi5; vehicle 0%, full acetylcholine response 100%; activation, % at 3 µM; 0.14% of 360,000 active; AID 624127, 2012;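 active = activation above the run mean over all test wells plus 3 SD, cut at about 32% in these data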;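 also: peak over basal fluorescence ratio per well then scaled between controls; 0% = DMSO wells and 100% = acetylcholine at EC100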
CRFR2-BP ag – agonists of CRF-BP/CRF-R2 complex, primary screen, cell-based, HEK293, calcium dye fluorescence, uHTS | activation, % at 13.2 µM | 0.46% of 350,000 active | calcium dye fluorescence (FLIPR); percent of saturating CRF peptide response | CRF-binding protein / CRF receptor 2 complex (human);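 active = activation of at least 50%, plus an integration ratio under a set limit after plate pattern correction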;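 also: plate controls were neutral control wells without compound for no effect and CRF at EC100 for full effect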
CHRM5 PAM – human M5 muscarinic receptor positive allosteric modulators, primary screen, CHO-K1 cells, Fluo-8 calcium fluorescence | Muscarinic acetylcholine receptor M5 (Homo sapiens), P08912 | CHO-K1 hM5, ACh EC20 PAM; 0% = ACh EC20, 100% = ACh EC100 | activation, % at 3 µM | 0.3% of 360,000 active | AID 624038, 2012;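 active = activation above the run cutoff, the mean activation of all test compounds plus 3 SD, cut at about 18% in these data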
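System: CHO-K1 hM5 cells. Reagent: acetylcholine, EC20 level. Compound dosing: single dose, 3 µM nominal final test concentration. Timing: Post-acetylcholine fluorescence recording 140 s. Detection: Fluo-8 calcium fluorescence. Read-out: % activation, ACh-normalized. Benchmarks: ACh EC20 and EC100 wells. Repeats: singlicate, one well per test compound.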
M1 PAM – human M1 muscarinic receptor positive allosteric modulators, primary screen, CHO-K1 cells, Fluo-8 calcium fluorescence, 1536-well. AID 588819, 2011. 0.088% of 360,000 active. Muscarinic acetylcholine receptor M1 (Homo sapiens), P11229. CHO-K1 hM1, ACh EC20; 0% = ACh EC20, 100% = maximal ACh. activation, % at 3 µM; in the data active = activation above about 19%, passing the limit was not always enough
Numbers without * were called inactive; . = not tested or not shown.

SMILES	CHRM5 antagonist	M4 antag	CHRM5 agonist	CRFR2-BP antag	M4 PAM	CHRM4 agonist	CRFR2-BP ag	CHRM5 PAM	M1 PAM
O=C(CNS(=O)(=O)c1ccccc1)OCC(=O)c1ccc([N+](=O)[O-])cc1	-5	-5	0	0	12	0	-1.2	2	13
O=C1CC(N2CCN(c3nc4ccccc4s3)CC2)C(=O)N1Cc1cccs1 (stereo not given)	0	-1	-1	10	2	12	-0.4	-8	1
Cc1cc2nc(-c3cccc(Cl)c3)c(Cc3ccccc3)n2c(C)c1Br	-9	0	0	.	-2	-1	.	0	-6
COc1ccccc1N1CCN(C(=O)CCCn2nc(C)c([N+](=O)[O-])c2C)CC1	12	2	-3	6	5	4	1.5	-3	-3
CCOC(=O)c1cnc2ccc(Br)cc2c1NCC(C)O (stereo not given)	-2	-1	-2	-8	4	0	-0.3	4	7
Cc1nn(S(=O)(=O)c2ccccc2)c(C)c1S(=O)(=O)N1CCC(C)CC1	3	-1	-4	-1	6	1	0.0	5	7
CCOc1ccc(NC(=O)CC2C(=O)N(c3cccc(OC)c3)C(=O)N2C(C)C)cc1 (stereo not given)	-5	-15	0	-3	-7	2	-4.7	1	1
CCOC(=O)N1CCN(C(=O)Nc2cccc3ccccc23)CC1	7	1	5	13	-8	0	-1.7	7	0
COc1ccccc1OCc1ccc(C(=O)N2CCOCC2)o1	0	-26	-1	7	3	1	-1.1	-3	-1
COc1cccc2cc(C(=O)Nc3cccc(C)n3)c(=O)oc12	2	2	1	9	6	1	-0.9	-4	12
C/C(=N\NC(=O)OC(C)(C)C)c1ccccc1Br	5	-24	-5	8	3	1	0.7	1	-1
COc1ccc(C(=O)NC2(C(F)(F)F)C(=O)Nc3c2c(=O)[nH]c(=O)n3CCc2ccc(OC)c(OC)c2)cc1 (stereo not given)	-1	8	1	-6	-7	0	1.4	2	10
O=C(NCCN1C(=O)S/C(=C\c2ccc(Cl)c(Cl)c2)C1=O)c1cnccn1	2	-16	1	17	-1	8	-3.7	-6	2
COc1ccc(Cl)cc1C(=O)NNC1CC(=O)N(Cc2ccc(Cl)cc2)C1=O (stereo not given)	0	-2	-2	10	-4	2	-1.4	-7	8
COc1ccc(C2=CC(=O)OC3(CCCC3)O2)cc1	0	-12	-9	6	2	0	0.0	3	9
Cc1cc(=O)oc2cc(OCC(=O)NCc3ccccn3)ccc12	-1	2	1	-2	7	1	0.2	5	9
O=C(OCc1cc([N+](=O)[O-])cc2c1OCOC2)c1cccnc1SC(F)F	5	11	1	10	0	0	0.1	5	-4
COCCCNC(=O)CC1Oc2ccccc2NC1=O (stereo not given)	-5	-2	2	9	0	0	-0.5	-1	2
COCCCNC(=O)c1c(N)n(/N=C/c2ccccn2)c2nc3ccccc3nc12	7	5	-2	2	-4	3	-4.2	-2	1
CCCCc1nc2cc(C(=O)NC3CCOC(C)(C)C3)ccc2o1 (stereo not given)	-11	-1	3	-2	-4	3	1.4	7	3
C=CCn1c(CCc2ccccc2)nnc1SCC(N)=O	2	-7	-4	-1	3	1	-0.7	5	15
CCN1C(=O)CC(NC2CCN(C(=O)c3ccc(F)cc3)CC2)C1=O (stereo not given)	9	4	-2	-2	-3	1	-1.1	-3	1
O=C(/C=C/c1ccc(Cl)cc1Cl)NCCSc1ccccc1	1	-9	-5	26	-3	2	-0.4	-6	-6
Cc1ccccc1C(=O)NNc1ccc([N+](=O)[O-])cc1	0	-1	2	1	-2	2	0.0	-12	-4
CCOc1ccc(N2CC(C(=O)NCc3ccc(C)n3C)CC2=O)cc1 (stereo not given)	6	0	1	6	-3	-1	-6.0	1	0
Cc1c(N=Cc2ccc(O)c(Br)c2)cccc1[N+](=O)[O-]	8	-3	-3	17	-7	-1	-0.6	-8	2
CN(Cc1ccc(Cl)c(Cl)c1)C(=O)c1ccccc1SCC(=O)N1CCCC1	-2	-9	1	-6	-1	8	0.4	-4	6
COc1ccc(OCCNC(=O)C2(C)CCN2Cc2ccc(SC)cc2)cc1 (stereo not given)	2	9	-2	.	-8	9	.	-3	-11
CCn1cc(C(c2ccccc2)C(C(C)=O)[N+](=O)[O-])c2ccccc21 (stereo not given)	0	-3	-11	18	-2	-1	0.5	1	10
COC(=O)N/N=C/c1ccc([N+](=O)[O-])o1	-13	14	2	-9	30*	1	1.7	10	7
Cc1ccnc(NS(=O)(=O)c2ccc(NC(=O)c3cc(-c4ccccc4)nc4ccccc34)cc2)n1	9	-1	-2	6	-3	0	-2.4	-2	-8
O=C(c1ccc(Br)cc1)N1CCCC1	0	-8	-3	-6	0	0	0.7	2	10
CCOc1ccc(OCCn2c(=S)[nH]c3ccccc32)cc1	-7	-3	-3	-1	-2	-1	-1.2	0	16
CCCCS(=O)(=O)N1CCCC(C(=O)NCC2CCCO2)C1 (stereo not given)	6	3	2	-3	-2	2	0.9	14	14
COc1ccccc1-c1nc(-c2ccncc2)no1	1	-1	1	9	5	0	2.9	-2	11
CC(C)Cn1c(N)c(C(=O)COC(=O)CN2C(=O)C3CC=CCC3C2=O)c(=O)n(C)c1=O (stereo not given)	11	1	5	2	-3	7	-0.4	-4	3
CC(C)n1c(SCC(=O)NC2CC2)nnc1-c1ccco1	9	0	0	-16	11	1	1.8	2	14
O=C1c2ccccc2C(c2nnnn2-c2ccc3c(c2)OCCO3)N1CCOc1ccccc1 (stereo not given)	0	-12	2	.	1	3	.	-5	.
COc1cccc(NC(=O)CSc2nnc(-c3cccnc3)o2)c1	-2	-12	-3	-2	13	1	-1.7	6	3
COc1ccc(C(NC(=O)c2ccco2)c2ccc(OC)c(OC)c2)cc1OC	-7	-12	2	-4	8	1	-1.5	-1	15
O=C(CN1CCN(c2cnn(-c3ccccc3)c(=O)c2Cl)CC1)NC1CCS(=O)(=O)C1 (stereo not given)	3	7	-2	-1	0	1	0.5	0	9
OC(CN(Cc1ccccc1)Cc1ccccc1)c1ccccc1 (stereo not given)	13	5	-2	-2	-4	-2	-1.2	-5	2
c1csc(CSc2nc3ccccc3s2)c1	2	-2	2	13	-6	0	0.0	3	-1
COc1ccccc1C(=O)N(CCN(C)C)c1nc2cc(C)cc(C)c2s1	4	-1	-5	2	-12	5	2.1	4	5
CC(C)Cc1nnc(NC(=O)Cc2ccccc2[N+](=O)[O-])s1	1	0	10	-43	2	5	2.2	-5	7
Nc1nc(-c2ccccc2Br)cs1	2	0	0	-20	3	0	0.8	10	1
O=C(CN1C(=O)NC2(CCCCC2)C1=O)NCCC1=CCCCC1	1	3	4	-10	6	0	-0.5	5	12
COc1ccc2c(c1)c(C(=O)CN1CCc3ccccc3C1)c(C)n2C	-11	-5	3	-4	-4	2	0.2	11	18
Cc1cc(N2CCN(c3ccccc3Cl)CC2)n2cc(-c3ccccc3)nc2n1	-1	5	-2	25	2	1	-0.2	-3	5
COc1ccc([N+](=O)[O-])cc1NC(=O)C(C)Sc1ccccc1 (stereo not given)	3	-2	-5	44	-1	-1	-0.7	-4	-4
CCc1nc(SCc2ccccc2C#N)n[nH]1	10	-1	-1	0	3	0	0.0	1	9
O=C(NCc1ccc(F)cc1)c1ccc(CS(=O)(=O)Cc2ccccc2F)o1	9	-18	4	7	7	13	-2.2	-11	-4
COc1ccc(NC(NC(=O)c2cccnc2)C(Cl)(Cl)Cl)cc1 (stereo not given)	2	-5	3	0	11	5	0.4	3	8
CCCC(C(=O)NCc1ccco1)N(C(=O)CNS(=O)(=O)c1ccc(Cl)cc1)C1CCCC1 (stereo not given)	-4	-3	-5	-8	4	1	0.5	-1	5
Cc1cc(C)n2c(SCC(=O)Nc3ccc(F)cc3)nnc2n1	9	7	1	-7	-7	0	0.3	-8	2
CCOC(=O)N1CCN(C(=O)c2ccccc2NC(=O)c2ccc(Br)cc2)CC1	-5	4	0	-16	-6	1	-1.0	-1	-8
CC1=NN(/C(=N\c2nnc(C)s2)Nc2ccccc2)[C@H](c2ccc(C)cc2)S1	-3	-6	-10	-20	2	-1	0.7	-10	6
CCC(C)(C)n1nnnc1C(c1ccc(Cl)cc1)N1CCN(C)CC1 (stereo not given)	-13	1	-5	18	20*	1	-0.4	-2	6
Cc1ccc(NC(=O)/C(=C\c2cccc(Br)c2)NC(=O)c2ccco2)cc1	-8	-8	-3	-10	6	2	-0.2	3	21
Cc1ccc(-c2cc(C(F)(F)F)n3nc(C(=O)NCCCn4ccnc4)cc3n2)cc1C	10	13	-2	-51	-11	0	-0.4	-1	0

Going on with the list.
SMILES	CHRM5 antagonist	M4 antag	CHRM5 agonist	CRFR2-BP antag	M4 PAM	CHRM4 agonist	CRFR2-BP ag	CHRM5 PAM	M1 PAM
O=C(NCCc1ccccc1)c1cccc2c(-c3cccnc3)coc12	7	-1	0	.	-6	8	.	-6	0
Cc1ccc(S(=O)(=O)NC(=O)c2cc(C)n(-c3cc(S(=O)(=O)N4CCOCC4)ccc3N3CCCC3)c2C)cc1	13	3	-2	17	-3	0	1.0	-3	9
CCCNC(=O)Cn1c(=O)n(C)c2ccccc21	7	-8	0	9	-2	1	0.8	0	3
Cc1ccc2[nH]c(C(=O)N3CCN(C(c4ccccc4)c4ccccc4)CC3)cc2c1	-6	-19	-17	-17	-3	1	0.5	0	-3
CCOC(=O)c1ccc(-n2c(C)nc3c(cnn3-c3ccc(Cl)cc3)c2=O)cc1	3	-5	3	-12	8	2	5.9	-1	10
O=[N+]([O-])c1ccc(OCc2cnc(Cl)s2)cc1	2	-3	-6	18	5	1	0.5	-3	7
CC(C)c1ccc(OCC(O)CNC(C)c2ccccc2)cc1 (stereo not given)	12	-6	4	-39	-5	31	4.9	-1	2
Cc1cc(-c2ccc(N3CCOCC3)cc2)nc2ccccc12	8	13	0	-40	-5	5	58*	-4	-3
O=C(NCCC1=CCCCC1)C(=O)NCC(c1ccco1)N1CCN(c2ccccc2)CC1 (stereo not given)	-2	-1	-1	-24	2	1	4.1	5	0

Part of the list above, set out differently.
molecule,CHRM5 antagonist,M4 antag,CHRM5 agonist,CRFR2-BP antag,M4 PAM,CHRM4 agonist,CRFR2-BP ag,CHRM5 PAM,M1 PAM
Cc1cc(-c2ccc(N3CCOCC3)cc2)nc2ccccc12,8,13,0,-40,-5,5,58*,-4,-3
Cc1ccc2[nH]c(C(=O)N3CCN(C(c4ccccc4)c4ccccc4)CC3)cc2c1,-6,-19,-17,-17,-3,1,0.5,0,-3
CCOC(=O)c1ccc(-n2c(C)nc3c(cnn3-c3ccc(Cl)cc3)c2=O)cc1,3,-5,3,-12,8,2,5.9,-1,10
